High-throughput results from PubChem BioAssay.
PPC-1+TRAIL kill: compounds killing PPC-1 cancer cells with TRAIL present, primary screen, TRAIL potentiator project, ATPLite luminescence, uHTS. 220,000 compounds, 0.41% hits. cell killing (% activity), % at 4 µM. PPC-1 cells + TRAIL, ATPLite viability luminescence;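 active means cell killing above 50% in the first pass at 4 µM, then a duplicate retest at 5 µM averaging 50% or more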;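 further: plate controls were cells with TRAIL plus DMSO for no effect and medium-only wells lacking cells for full effect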
CHOP inh: inhibitors of CHOP promoter induction, primary screen, cell-based, unfolded protein response, luciferase reporter; CHO-K1 CHOP-promoter luciferase, tunicamycin-induced, 15-18 h; 220,000 compounds, 3.8% hits; inhibition, % at 10 µM;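 active means compounds that reduced the stress-induced luciferase reporter signal by more than about 70% of percent inhibition, limit read from the data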;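 further: 0% = tunicamycin plus vehicle and 100% = wells without tunicamycin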
Wee1 degr inh: Wee1 degradation inhibitors, primary screen, cell-based, HeLa, Wee1K328M-luciferase, luminescence; reporter increase, % at 5 µM; Wee1-like protein kinase (Homo sapiens), P30291; HeLa Luc-Wee1K328M stability; 100% = proteasome inhibitor MG132 effect; 220,000 compounds, 1.2% hits;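 active means activation above the mean of all tested compounds plus 3 SD, set per screening run, cut at about 8.8% in these data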;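 further: cells exposed to compound for 20 h before luminescence read; 0% = DMSO alone and 100% = MG132 at 30 µM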
FXIIa inh 1536: human FXIIa protease inhibitors, primary screen, biochemical, 1536-well. purified FXIIa, Boc-QGR-AMC fluorogenic substrate, 2 h. inhibition, % at 5 µM. 220,000 compounds, 0.3% hits. AID 800, 2007; in the data active means inhibition above about 40%;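 further: 0% = enzyme with no compound and 100% = blank without enzyme; many of its hits are not listed in these tables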
PGE2 EP2 inh: human EP2 receptor antagonists, primary screen, TR-FRET cAMP, C6 glioma cells. C6 glioma cells expressing human EP2; cells stimulated with saturating PGE2. inhibition, % at 25 µM. Prostaglandin E2 receptor EP2 subtype (Homo sapiens), P43116. 260,000 compounds, 0.52% hits;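 active means percent inhibition above 40 after rounding to a whole number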;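 further: rat C6 glioma host cells with rolipram phosphodiesterase inhibitor present; the protocol text gives 20 µM as final concentration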
Target sequence (P43116 whole entry, looked up): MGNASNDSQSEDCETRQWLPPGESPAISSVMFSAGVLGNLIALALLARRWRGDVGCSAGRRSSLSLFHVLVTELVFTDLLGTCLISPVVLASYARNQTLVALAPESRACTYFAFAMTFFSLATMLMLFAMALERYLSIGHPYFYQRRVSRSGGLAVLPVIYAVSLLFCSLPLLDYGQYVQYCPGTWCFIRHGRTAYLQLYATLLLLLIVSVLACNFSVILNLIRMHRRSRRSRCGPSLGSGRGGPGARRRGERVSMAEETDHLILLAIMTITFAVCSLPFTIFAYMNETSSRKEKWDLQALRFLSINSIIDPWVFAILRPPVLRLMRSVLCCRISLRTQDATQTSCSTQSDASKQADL
L929 necroptosis: inhibitors of zVAD-triggered necroptosis, primary screen, L929 cells | L929 zVAD necroptosis rescue, ATP luminescence, 24 h; with zVAD 60 µM | viability rescue, % at 10 µM | 220,000 compounds, 0.38% hits;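 active means activation, scaled between plate controls, above about 75%, limit read from the data; inactive means activation under that limit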;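 further: 0% = zVAD with DMSO and 100% = DMSO alone without zVAD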
FXIa inh 1536: human FXIa protease inhibitors, primary screen, biochemical, 1536-well; Coagulation factor XI (Homo sapiens), P03951; purified FXIa, Boc-Glu-Ala-Arg-AMC fluorogenic substrate; inhibition, % at 5 µM; 220,000 compounds, 0.14% hits;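 active means inhibition of at least 40%; inactive means inhibition below 40%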;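 further: fluorescence of freed AMC excited at 355 nm; 0% = enzyme without compound and 100% = no enzyme blank; many of its hits are not listed in these tables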
Target sequence (P03951 19-387 limits assumed): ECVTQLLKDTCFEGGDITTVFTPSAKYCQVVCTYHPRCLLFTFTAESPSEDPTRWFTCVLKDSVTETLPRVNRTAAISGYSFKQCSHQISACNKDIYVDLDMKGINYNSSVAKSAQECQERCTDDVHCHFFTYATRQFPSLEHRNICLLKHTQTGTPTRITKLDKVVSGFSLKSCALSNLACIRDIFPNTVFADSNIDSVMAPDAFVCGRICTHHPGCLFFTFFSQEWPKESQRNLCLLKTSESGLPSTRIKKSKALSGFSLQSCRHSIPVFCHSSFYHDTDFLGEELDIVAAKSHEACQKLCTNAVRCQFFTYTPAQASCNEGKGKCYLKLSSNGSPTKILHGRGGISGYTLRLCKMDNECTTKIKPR
Target sequence (P03951 388-625 limits assumed): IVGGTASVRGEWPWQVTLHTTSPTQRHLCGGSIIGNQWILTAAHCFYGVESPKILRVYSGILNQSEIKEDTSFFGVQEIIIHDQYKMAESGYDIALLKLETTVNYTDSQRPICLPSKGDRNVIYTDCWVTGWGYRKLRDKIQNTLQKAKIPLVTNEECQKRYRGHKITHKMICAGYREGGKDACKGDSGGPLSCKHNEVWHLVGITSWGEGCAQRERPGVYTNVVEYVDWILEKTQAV
TNF death inh: inhibitors of TNF-alpha triggered necroptosis, primary screen, cell-based, Jurkat FADD-/-, single concentration; Jurkat FADD-/- TNF necroptosis rescue, ATP luminescence, 24 h; 0 = TNF only, 100 = no-TNF cells; activation (protection from cell death), % at 10 µM; 220,000 compounds, 0.068% hits; AID 463075, 2010;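 active means activation, meaning protection from cell death, of at least 50% relative to plate controls; inactive means activation below 50%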;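 further: necroptosis triggered by 40 ng/mL TNF-alpha added together with compound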
TbHK1 inh: Trypanosoma brucei hexokinase 1 inhibitors, primary screen, biochemical, G6PDH-coupled NADH absorbance, MLSCN library; hexokinase 1 [Trypanosoma brucei]; recombinant TbHK1, G6PDH-coupled NADH A340; inhibition, % at 10 µM; 220,000 compounds, 0.11% hits; AID 1430, 2008;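 active means inhibition of 50% or more in the single-dose primary screen; inactive means inhibition below 50%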
The depositor's hits bear a star; . = no result given; & = joins results of further samples. These rows are one share of the data; the hit share may differ from the screen's.

SMILES	PPC-1+TRAIL kill	CHOP inh	Wee1 degr inh	FXIIa inh 1536	PGE2 EP2 inh	L929 necroptosis	FXIa inh 1536	TNF death inh	TbHK1 inh
CCOc1cc(NC(=S)NCC2CCCO2)c(OCC)cc1NC(=O)c1ccccc1F (stereo not given)	-6	29	4	6	7	1.0	-2	-5.3	-3
COc1ccc(/C=C(\C#N)C(=O)NCCCn2ccnc2)cc1	24	-13	4	6	4	0.1	5	1.1	-62
O=C(NCCc1ccccc1)c1n[nH]c(=O)c2ccccc12	10	-5	-3	5	1	0.4	0	0.2	1
O=C(c1cccc(C(F)(F)F)c1)N1CCC(O)(CS(=O)(=O)Cc2ccc(Cl)cc2)CC1	1	36	-4	1	9	0.7	-9	-1.0	2
N#CC(C#N)=c1ccc2c(c1)N1C3=C(CCCC3)CC3CCCCC31N=2 (stereo not given)	14	-2	-1	22	12	-0.6	7	-14	-7
O=C(CSC1=NC(=O)C(c2ccccc2)C(=O)N1)Nc1ccccc1[N+](=O)[O-] (stereo not given)	4	2	1	9	8	1.9	-2	-0.1	-7
CCCC(=O)N1CC2(CCC)CN(C(=O)CCC)CC(CCC)(C1)C2=O	6	-2	-1	0	3	-0.3	-12	0.1	20
COc1ccc(Cl)cc1N(CC(=O)NCC(C)C)S(=O)(=O)c1ccc(C)c([N+](=O)[O-])c1	-12	50	1	8	12	0.8	5	1.0	2
CCn1c(SCC(=O)Nc2cc(C)ccc2C)nnc1-c1cnccn1	5	12	-3	6	9	1.4	1	0.5	2
Cc1cc(=O)n(C(NC(=O)c2ccccc2)C(=O)c2ccccc2)cn1 (stereo not given)	7	2	0	7	8	0.1	0	-4.0	1

6 compounds from above, ordered by the number in CHOP inh, falling:
SMILES | CHOP inh
COc1ccc(Cl)cc1N(CC(=O)NCC(C)C)S(=O)(=O)c1ccc(C)c([N+](=O)[O-])c1 | 50
CCn1c(SCC(=O)Nc2cc(C)ccc2C)nnc1-c1cnccn1 | 12
Cc1cc(=O)n(C(NC(=O)c2ccccc2)C(=O)c2ccccc2)cn1 (stereo not given) | 2
N#CC(C#N)=c1ccc2c(c1)N1C3=C(CCCC3)CC3CCCCC31N=2 (stereo not given) | -2
O=C(NCCc1ccccc1)c1n[nH]c(=O)c2ccccc12 | -5
COc1ccc(/C=C(\C#N)C(=O)NCCCn2ccnc2)cc1 | -13

(listing goes on)
SMILES	PPC-1+TRAIL kill	CHOP inh	Wee1 degr inh	FXIIa inh 1536	PGE2 EP2 inh	L929 necroptosis	FXIa inh 1536	TNF death inh	TbHK1 inh
O=C(N/C(=C\c1ccccc1)C(=O)N1CCN(CCO)CC1)c1ccccc1	9	-5	-4	4	9	0.3	7	0.0	-7
CC1CCC/C(=N\Nc2ccc(Cl)c(C(=O)O)c2)C1 (stereo not given)	25	-17	1	15	7	-0.3	9	0.0	-3
CCS(=O)(=O)c1nc2ccccc2n1Cc1ccccc1Cl	-1	23	-2	19	6&24	-0.6	15	-6.0	-1
CN1CCN(NC(=O)c2cn(-c3ccccc3)nc2-c2cccs2)CC1	26	9	-1	9	8	0.3	-6	0.3	1
N/C(=N\c1nc2ccccc2o1)NC(=O)c1ccc([N+](=O)[O-])cc1	-8	-25	7	0	13	0.5	-4	-0.7	-5
COc1ccccc1N1CCN(S(=O)(=O)c2cc(C)sc2C)CC1	-4	-1	0	-2	7	2.5	-9	1.8	-3
CCOc1ccc(S(=O)(=O)N(C(=O)c2ccco2)c2cc3sc(=O)oc3c3ccccc23)cc1	22	39	1	5	8	1.1	2	-3.2	-3
CC(=O)N1CCC(N(CCN2CCOCC2)C(=S)Nc2cccc(C)c2)CC1	7	39	-3	6	6	-0.8	4	-0.1	4
CCN=C1SC(CC(=O)Nc2ccc3c(c2)OCO3)C(=O)N1CC (stereo not given)	-8	-1	-1	13	8	-1.4	25	0.2	8
O=c1c(/C=N/O)coc2ccc(Cl)cc12	1	3	13*	9	12	0.4	2	0.9	-8
O=c1c2ccccc2nc(SCc2ccccc2)n1Cc1ccco1	24	47	-2	16	9	-0.1	3	-0.5	9
O=[N+]([O-])c1ccc(-c2nc(NCC3CCCO3)c3ccccc3n2)cc1 (stereo not given)	7	-29	2	9	7	-1.2	1	2.9	0
COc1cc(SC)ccc1C(=O)NCCCOC(C)C	6	15	0	5	9	0.4	-14	-1.1	-2
COc1cc2c(cc1OC)CN(C(=O)c1ccc([N+](=O)[O-])o1)CC2	-21	11	0	13	9	8.9	4	-2.2	-23
C/C(=C(\C#N)C(=O)NC1CCCCC1)N(C)C	2	1	1	18	5	2.4	20	0.2	-7
CC1(C)CC(=O)C(CC2CCCCC2=O)C(=O)C1 (stereo not given)	3	-6	-3	8	9	-1.1	3	-1.9	2
COc1ccc(S(=O)(=O)N2CCOCC2)cc1C(C)C	6	6	-2	-2	5	0.9	1	0.0	4
O=C(CCC(=O)c1ccc(Br)cc1)Nc1cccnc1	6	4	-2	2	6	75	-3	1.9	-1
O=C(NNc1ccc([N+](=O)[O-])cc1[N+](=O)[O-])C1C2CCCCC21 (stereo not given)	32	2	-3	18	8	0.2	11	1.1	-15
CCCCCCC(=O)N(O)C1CC(=O)N(c2ccc(Br)cc2)C1=O (stereo not given)	4	37	-2	-17	4	-0.1	-6	7.8	-4
COCCCNC(=O)C1CCC(CNS(=O)(=O)c2ccc(OC)cc2)CC1 (stereo not given)	-2	24	2	5	4	-0.9	-2	1.0	-6
c1ccc(-c2cnn3c(-c4ccccc4)c(-c4ccccc4)nc3n2)cc1	23	26	8	3	13	1.5	-4	2.1	6
C=CCN(CC=C)CC(O)CN(c1cc([N+](=O)[O-])ccc1OC)S(=O)(=O)c1ccccc1 (stereo not given)	5	-8	0	18	10	0.3	7	2.9	9
CCC(C)(C)n1nnnc1C(c1ccc(C)cc1)N1CCN(Cc2ccc3c(c2)OCO3)CC1 (stereo not given)	-6	20	1	17	11&3	-0.3	4	-0.2	3
CC(=O)Nc1ccc(C(=O)CSc2nnnn2C)cc1	7	-6	-1	12	8&4	0.4	3	0.7	-10
COc1cc(/C=N/Nc2nc(C)cc(=O)[nH]2)ccc1OC(=O)c1cccnc1	8	0	2	5	6	5.9	6	1.9	-27
O=c1[nH]c(SCc2n[nH]c(=S)n2-c2ccccc2)nc2ccccc12	4	17	-1	4	12	0.1	4	-0.6	-9
COC(=O)c1cccc(C23CC4(C2)[C@H](CN(Cc2ccc(C(F)(F)F)cc2)[C@@H]4c2ccccc2)C3c2ccc(C(F)(F)F)cc2)c1 (stereo not given in full)	10	9	.	2	21	-0.8	-6	-2.1	13
COC(=O)c1cc(S(=O)(=O)C(C)C)c(S(C)=O)s1 (stereo not given)	-5	-16	2	0	19	77*	-5	1.9	-13
C=CCn1c(C2CCCCC2)n[nH]c1=S	13	0	5	7	3	3.5	-10	-0.2	-3
O=C(c1ccccc1)c1coc2ccc(O)c(Cl)c12	-11	-12	1	6	12	-0.2	9	-6.2	5
CCN(C(=O)COC(=O)c1ccc(OCc2c(C)noc2C)cc1)c1ccccc1	10	-12	0	4	12	-0.5	-10	-0.8	-5
CC(=O)c1cccc(N2C(=O)C3C4CCC(C4=C(C)C)C3C2=O)c1 (stereo not given)	20	48	-2	17	8	0.8	7	0.3	-3
O=C(CSc1nnc(CNC(=O)c2cccs2)o1)NC1CCCC1	26	-1	0	6	15	-0.4	-6	-1.2	5
COc1ccc(C(=O)c2ccc(CC#N)s2)cc1	21	-31	2	11	14	0.4	-4	-1.7	-15
Cc1ccc(-c2nc(C#N)c(NCCc3ccccn3)o2)cc1	8	2	2	15	-5	0.6	-1	-2.3	-5
Cc1cc(C)cc(NC(=O)CN(C)S(=O)(=O)c2cnc[nH]2)c1	9	10	0	4	0	-0.8	1	-1.3	-2
Cc1noc(C)c1CSc1ncnc2ccccc12	4	17	2	12	12	-0.5	2	-4.9	-6
O=C(CS(=O)CC(=O)Nc1ccc(Cl)cc1)NCC1OCCc2ccccc21 (stereo not given)	17	15	-1	25	6&5	1.3	1	1.2	8
Cc1cccc(C(=O)O/N=C(/c2ccccc2)c2ccncc2)c1	-2	3	1	10	8	7.0	-7	0.5	-6
CCOc1ncccc1C(=O)OCC(=O)Nc1ccc(C(C)C)cc1	12	12	-1	6	8	1.8	-4	0.6	-3
Cc1cc(N/N=C/c2cccc([N+](=O)[O-])c2)nc(-n2nc(C)cc2C)n1	8	36	-1	3	10	0.8	-1	0.6	-32
CCCCP(=O)(CCCC)Cc1ccccc1O	4	-7	9.4*	1	15	0.3	-2	-1.6	3
COc1cc(/C=N/NC(=O)c2ccc(Cn3cc([N+](=O)[O-])cn3)o2)cc(Br)c1O	27	-28	-1	11	14	3.0	0	1.7	-25
COCCNC(=O)c1cnn2c1NC(c1ccco1)CC2C(F)(F)F (stereo not given)	-2	-4	-1	11	1	0.0	3	-0.4	-1
Cc1cc(C)nc(SCC(N)=O)n1	-16	-2	1	2	18&4	0.2	4	2.8	-4
CN(C(=O)CSC1=NCCS1)c1ccccc1	27	-6	0	10	5	0.2	-2	12	5
NC(=S)Nc1cccc(F)c1	9	-13	4	8	11	-0.6	1	0.1	0
CC(=O)c1ccc(S(=O)(=O)N2CCN(C)CC2)cc1	5	-12	-4	7	6	3.3	-4	0.4	2
C(=N\n1cnnc1)/c1cccc2ccccc12	15	0	-2	21	12	0.9	6	-5.2	-23

An excerpt from above in order of formula weight, lowest first:
SMILES	PPC-1+TRAIL kill	CHOP inh	Wee1 degr inh	FXIIa inh 1536	PGE2 EP2 inh	L929 necroptosis	FXIa inh 1536	TNF death inh	TbHK1 inh
Cc1cc(C)nc(SCC(N)=O)n1	-16	-2	1	2	18&4	0.2	4	2.8	-4
CCOc1ncccc1C(=O)OCC(=O)Nc1ccc(C(C)C)cc1	12	12	-1	6	8	1.8	-4	0.6	-3
COCCNC(=O)c1cnn2c1NC(c1ccco1)CC2C(F)(F)F (stereo not given)	-2	-4	-1	11	1	0.0	3	-0.4	-1
